Compound activity: PubChem, several laboratories
FXIIa inh mix: human factor XIIa inhibitors, primary screen, biochemical, pooled compound mixtures, fluorogenic substrate; purified FXIIa; inhibition, % at 5 µM; 62,000 compounds, 0.2% hits; AID 684, 2007;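 note: 0% = enzyme without compound and 100% = no enzyme blank; some results filed as inactive read as strong as hits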
Target sequence (P00748 20-372 limits assumed): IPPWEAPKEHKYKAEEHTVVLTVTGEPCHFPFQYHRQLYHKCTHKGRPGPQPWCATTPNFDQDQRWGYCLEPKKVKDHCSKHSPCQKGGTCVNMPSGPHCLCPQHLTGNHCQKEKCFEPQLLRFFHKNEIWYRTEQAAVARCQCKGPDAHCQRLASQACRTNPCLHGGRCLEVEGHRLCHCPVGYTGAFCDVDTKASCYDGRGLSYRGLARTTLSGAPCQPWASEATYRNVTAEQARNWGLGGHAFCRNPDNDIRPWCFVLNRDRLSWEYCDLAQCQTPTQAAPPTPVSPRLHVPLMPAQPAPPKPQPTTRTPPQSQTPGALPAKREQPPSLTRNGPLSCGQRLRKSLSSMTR
Target sequence (P00748 373-615 limits assumed): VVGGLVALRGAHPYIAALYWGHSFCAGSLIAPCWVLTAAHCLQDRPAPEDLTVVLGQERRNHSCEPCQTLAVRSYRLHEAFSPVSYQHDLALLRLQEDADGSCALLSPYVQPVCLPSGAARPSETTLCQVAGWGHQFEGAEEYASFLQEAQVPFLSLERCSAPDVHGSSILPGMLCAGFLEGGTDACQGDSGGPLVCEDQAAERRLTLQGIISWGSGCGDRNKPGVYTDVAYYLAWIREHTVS
FXIa mix inh: FXIa protease inhibitors in compound pools, primary screen, biochemical, 10-compound mixtures | Coagulation factor XI (Homo sapiens), P03951 | 62,000 compounds, 0.19% hits | inhibition, % at 5 µM | purified FXIa, fluorogenic substrate, pooled mixtures;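 note: each value is inhibition by a whole ten-compound pool holding the compound; 0% = enzyme with no mixture and 100% = wells lacking enzyme; strong numbers were not always called active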
CatG inh: human cathepsin G inhibitors, primary screen, biochemical, pooled compound mixtures, AMC fluorescence; P08311; purified enzyme, AMC-tetrapeptide fluorescence; inhibition, % at 5 µM (by protocol); 62,000 compounds, 0.2% hits; AID 581, 2007;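 active = inhibition above 20% in each of the two mixture wells holding the compound; inactive = inhibition of 20% or less in either well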;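 note: 0% = enzyme control without mixture and 100% = blank lacking enzyme; strong numbers were not always called active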
Target sequence (P08311 21-244 limits assumed): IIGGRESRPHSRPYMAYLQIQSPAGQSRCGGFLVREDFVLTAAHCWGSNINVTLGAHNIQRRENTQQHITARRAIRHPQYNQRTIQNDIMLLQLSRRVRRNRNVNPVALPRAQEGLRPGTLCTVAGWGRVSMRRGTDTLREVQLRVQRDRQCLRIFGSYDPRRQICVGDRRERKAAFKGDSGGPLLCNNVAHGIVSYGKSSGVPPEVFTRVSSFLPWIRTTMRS
Hsp90 block: tumor Hsp90 inhibitors, primary screen, cell lysate, fluorescence polarization, NCI-N417 lysate; Cy3B-geldanamycin FP displacement; inhibition, % at 30 µM; 64,000 compounds, 0.35% hits; AID 429, 2006;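 active = inhibition above 50%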;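 note: 0% = tracer plus lysate wells and 100% = tracer alone without lysate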
Cdc25B inh: inhibitors of Cdc25B phosphatase catalytic domain, primary screen, biochemical, OMFP fluorescence; 65,000 compounds, 0.1% hits; recombinant Cdc25B, OMFP fluorescence Ex485/Em525; inhibition, %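 (compounds tested at 10 µM final in the well)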; M-phase inducer phosphatase 2 (Homo sapiens), P30305; AID 368, 2006; in the data active = inhibition above about 50%
HTR1A agonist: human 5-HT1a receptor agonists, primary screen, cell-based, CHO, Ga15 NFAT-bla reporter; activation, % at 10 µM; 65,000 compounds, 0.56% hits; 5-hydroxytryptamine receptor 1A (Homo sapiens), P08908; CHO 5-HT1a Ga15 NFAT-bla reporter, FRET ratio; 0% basal, 100% maximal reference agonist;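 active = activation above the screen-wide mean activation plus 3 SD, cut at about 19% in these data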;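 note: 0% = DMSO wells and 100% = 5-CT at EC100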
CatL inh: inhibitors of human cathepsin L, biochemical | Procathepsin L (Homo sapiens), P07711 | purified cathepsin L, fluorogenic substrate, fluorescence | inhibition, %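 (tested at 10 µM)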 | 58,000 compounds, 0.17% hits | AID 460, 2006; in the data active = inhibition above about 45%;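 note: 0% = enzyme with no compound and 100% = no enzyme blank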
Target sequence (P07711 114-288 limits assumed): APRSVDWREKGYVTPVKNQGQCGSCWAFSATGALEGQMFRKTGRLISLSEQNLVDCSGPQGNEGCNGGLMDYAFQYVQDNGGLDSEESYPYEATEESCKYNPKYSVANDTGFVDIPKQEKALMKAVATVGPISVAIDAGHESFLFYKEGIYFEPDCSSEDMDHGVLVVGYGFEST
Target sequence (P07711 292-333 limits assumed): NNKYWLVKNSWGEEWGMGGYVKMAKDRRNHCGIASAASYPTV
DUSP1 inh: MKP-1 phosphatase inhibitors, primary screen, biochemical, in vitro | recombinant MKP-1, OMFP hydrolysis fluorescence | inhibition, %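 (compounds tested at a single concentration somewhere between 10 and 100 µM)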 | 65,000 compounds, 0.15% hits;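 active = inhibition above about 50%, limit read from the data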;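 note: 0% = DMSO max control wells and 100% = wells with enzyme stopped by NaOH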
C1s block: complement C1s protease inhibitors, primary screen, biochemical, 10-compound mixtures | mean inhibition % of two 10-compound mixtures (active compounds read high), % at 5 µM (by protocol) | 62,000 compounds, 0.16% hits | AID 538, 2006 | purified C1s, fluorogenic AMC substrate, pooled mixtures;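 active = inhibition above 20% in each of the two 10-compound mixture wells holding the compound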;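 note: 0% = enzyme wells lacking compound mixture and 100% = no-enzyme blank wells; some compounds called inactive have numbers as strong as hits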
Starred values were filed as active, the others as inactive; nt = not tested or not shown. Cut-off read from the data, not from the text of the source, unless noted: active = inhibition above about 20% (passing the limit was not always enough); inactive = the rest.

1: COc1ccc(N(C(=O)c2cccc(OC)c2OC)C2C=CS(=O)(=O)C2)c(OC)c1 (configuration not stated)
2: Cc1onc(-c2ccccc2)c1C(=O)N1CCOCC1
3: CCNC(=O)c1c(C)[nH]c(C(=O)OCC)c1C
4: Cc1cc(SCC(=O)c2ccccc2)nc(C)n1
5: CS(=O)(=O)N(CC(=O)Nc1ccc2c(c1)OCO2)Cc1ccc(Cl)cc1
6: COCCN(C(=O)CCCC(=O)Nc1ccccn1)C(C(=O)NC1CCCC1)c1ccc(C)cc1 (configuration not stated)
7: COc1ccc(OC)c(N(CC(=O)Nc2ccc(NC(C)=O)cc2)S(C)(=O)=O)c1
8: Cc1ccc2nc(Nc3ccc4[nH]c(=O)[nH]c4c3)c(-n3nc(C)cc3C)nc2c1
entry no.	1	2	3	4	5	6	7	8
FXIIa inh mix	8	3	2	1	3	-16	7	nt
FXIa mix inh	-5	11	4	9	-1	5	11	nt
CatG inh	10	10	2	3	11	-10	2	nt
Hsp90 block	-3	1	-4	-5	35	-2	8	3
Cdc25B inh	1	-4	0	-5	-12	13	-8	-4
HTR1A agonist	-0.8	0.9	-1.6	-0.9	-1.2	1.7	0.6	-3.3
CatL inh	2	-4	21	-2	11	-4	15	nt
DUSP1 inh	16	1	23	20	5	9	-2	32
C1s block	3	11	3	6	-5	-10	-14	nt

9: O=c1[nH]c(CN2CCN(C/C=C/c3ccccc3)CC2)nc2ccccc12
10: Cc1ccc(CNC(=O)CCCn2c(=O)[nH]c3ccccc3c2=O)cc1
11: Cc1cc(C(=O)Nc2ccon2)cs1
12: COC(=O)CC1=NC(=O)CS1
13: CCOc1cc(OCC)cc(C(=O)Nc2cccnc2)c1
14: CCCCOCCCNC(=O)COc1ccccc1
15: Cc1ccc(C)c(NC2=NS(=O)(=O)c3ccccc32)c1
16: CCCCCNC(=O)c1cc(S(=O)(=O)N2CCCCC2)ccc1F
entry no.	9	10	11	12	13	14	15	16
FXIIa inh mix	-1	9	7	nt	-2	7	8	2
FXIa mix inh	2	6	5	nt	2	-2	6	-5
CatG inh	9	9	0	nt	8	-8	4	-1
Hsp90 block	-5	0	-2	1	nt	-4	0	-4
Cdc25B inh	-20	-9	-8	-25	3	1	3	-14
HTR1A agonist	0.9	-1.8	-0.3	-0.1	-1.5	-1.7	-3.8	-0.7
CatL inh	nt	14	1	12	-15	20	-5	8
DUSP1 inh	1	14	3	-23	6	-10	-28	5
C1s block	11	18	-8	nt	4	-15	-4	-75

17: CC(=O)Nc1ccc(C(=O)Cn2nnc3ccccc3c2=O)cc1
18: CCOc1ccc2c(c1)N(C(=O)CN1C(=O)CCC1=O)C(C)(C)C=C2C
19: COc1ccc(-c2cc(C(=O)N3CCN(C(c4ccccc4)c4ccccc4)CC3)no2)cc1
20: CCOc1ccccc1NC(=O)CSc1nnc(-c2cnccn2)n1C
21: Cc1ccccc1OCC(=O)NCC1CCCO1 (configuration not stated)
22: Cc1c(O)nc(SC2CC(=O)N(c3ccccc3)C2=O)[nH]c1=O (configuration not stated)
23: CCOC(=O)CN1CC23C=CC(O2)C(C(=O)O)C3C1=O (configuration not stated)
24: Cc1nc2ccc(S(=O)(=O)NCC(=O)N3CCC(N4CCCCC4)CC3)cc2s1
entry no.	17	18	19	20	21	22	23	24
FXIIa inh mix	8	4	7	13	-16	3	4	-18
FXIa mix inh	-2	3	3	0	-7	1	7	2
CatG inh	5	7	4	7	2	1	1	-5
Hsp90 block	0	3	-2	nt	-12	-1	1	-3
Cdc25B inh	-1	-7	-7	nt	-4	-4	-7	1
HTR1A agonist	-3.9	-0.9	-3.4	0.4	-0.8	-2.9	-1.4	-1.6
CatL inh	5	-1	15	1	-3	9	-2	4
DUSP1 inh	8	-2	-19	nt	-2	-10	1	-6
C1s block	16	12	-8	37	-22	-43	0	-21

25: C(=N\n1cnnc1)/C1CCCCC1
26: Cn1c(=O)[nH]c(=O)c2c1nc(N1CCCCCC1)n2CCCSc1nc2ccccc2o1
27: CCC1(CC)C(=O)N(C)C(=O)NC1=Nc1ccccc1
28: COCCCN=C(c1ccco1)n1c(=S)nc(-c2ccco2)n(CCCOC)c1=S
29: COc1ccc(N2CCN(C(c3cc(OC)ccc3OC)c3nnnn3Cc3ccco3)CC2)cc1 (configuration not stated)
30: CCOC(=O)Cn1c(=O)oc2cc(S(=O)(=O)N3CCCC(C(=O)OCC)C3)ccc21 (configuration not stated)
31: CCOC(=O)c1c(NC(=O)CSc2nnc(CNc3ccc(F)cc3)o2)sc(C)c1C
32: O=C(Cc1c(F)cccc1Cl)c1ccc(O)cc1O
entry no.	25	26	27	28	29	30	31	32
FXIIa inh mix	8	-21	-16	-13	12	17	24	-2
FXIa mix inh	4	6	5	-5	9	6	7	2
CatG inh	8	1	10	-9	7	-7	-5	-3
Hsp90 block	nt	0	0	nt	-2	1	0	-5
Cdc25B inh	-11	0	0	-5	-7	-3	-21	-11
HTR1A agonist	-5.7	3.8	-0.5	1.0	-1.0	0.8	-0.9	0.7
CatL inh	-4	-1	12	0	6	nt	2	nt
DUSP1 inh	-1	5	-10	6	-15	4	27	4
C1s block	8	-5	14	-41	3	-19	-8	-31

33: CCOCCCN(Cc1cc2cc(C)cc(C)c2[nH]c1=O)C(=O)N(CC)CC
34: Cc1cc(N2CCC(C)CC2)nc2ccc(N3C(=O)CCC3=O)cc12
35: COc1ccccc1CNC(=O)C1CCN(Cc2nc(-c3ccc(Cl)cc3)oc2C)CC1
36: CCOC(=O)N1CCN(c2c(NCCN(C)Cc3ccccc3)c(=O)c2=O)CC1
37: Cc1cc(NS(=O)(=O)c2ccc(Br)s2)no1
38: Cn1c(=O)c2c(nc(CN3CCN(c4ccccc4)CC3)n2Cc2c(F)cccc2Cl)n(C)c1=O
39: COc1cccc(C(=O)N2CCN(C3CCC(c4ccccc4)CC3)CC2)c1OC (configuration not stated)
40: COc1ccccc1N(CC(N)=O)S(=O)(=O)c1ccc(C)cc1
entry no.	33	34	35	36	37	38	39	40
FXIIa inh mix	-17	12	0	5	nt	7	1	3
FXIa mix inh	-1	-4	-7	1	nt	2	2	2
CatG inh	-8	0	7	11	nt	4	10	7
Hsp90 block	-7	-1	-4	-5	-20	3	2	-3
Cdc25B inh	4	-5	-18	-12	-5	-17	-24	-4
HTR1A agonist	-2.8	-4.0	-0.6	-0.7	-3.1	-0.8	-1.5	-0.1
CatL inh	4	16	22	-2	nt	-1	6	26
DUSP1 inh	1	-1	5	-3	8	11	28	4
C1s block	-8	-17	-29	4	nt	7	12	0

41: O=C(OCCN1CCCCC1)c1cc2ccccc2o1
42: COc1ccc(Cn2nnnc2C(c2ccccc2Cl)N2CCN(C3CCCC3)CC2)cc1 (configuration not stated)
43: O=C(Nc1ccc(N2CCN(C(=O)c3ccco3)CC2)cc1)c1cccs1
44: CCCCn1c2nc3ccccc3nc2c2c(=N)oc(C)nc21
45: CCCOc1ccc(/C(O)=C2/C(=O)C(=O)N(c3cc(C)on3)C2c2ccc(C(=O)OC)cc2)cc1 (configuration not stated)
46: CCCCN(CC)S(=O)(=O)N1CCC(C(=O)NCCCN2CCOCC2)CC1
47: COc1ccc(S(=O)(=O)N2CCN(C(=O)c3c(C)nn(-c4ccccc4)c3Cl)CC2)cc1
48: COCC(=O)NCCc1ccc(S(N)(=O)=O)cc1
entry no.	41	42	43	44	45	46	47	48
FXIIa inh mix	6	3	3	3	0	2	5	10
FXIa mix inh	7	0	1	-4	13	13	4	2
CatG inh	-4	-2	-13	-9	0	10	3	0
Hsp90 block	-3	0	5	nt	4	0	1	1
Cdc25B inh	-12	-13	-3	-2	15	-4	0	-10
HTR1A agonist	-0.3	-1.5	-0.8	1.2	2.8	-1.6	-1.1	-1.4
CatL inh	-7	-14	-2	-58	1	20	-2	nt
DUSP1 inh	13	-20	13	19	4	3	34	2
C1s block	0	-4	21	-79	-1	5	-2	-2

Reformatted with tabs: part of the list above.
item	SMILES	FXIIa inh mix	FXIa mix inh	CatG inh	Hsp90 block	Cdc25B inh	HTR1A agonist	CatL inh	DUSP1 inh	C1s block
41	O=C(OCCN1CCCCC1)c1cc2ccccc2o1	6	7	-4	-3	-12	-0.3	-7	13	0
45	CCCOc1ccc(/C(O)=C2/C(=O)C(=O)N(c3cc(C)on3)C2c2ccc(C(=O)OC)cc2)cc1 (configuration not stated)	0	13	0	4	15	2.8	1	4	-1

Remaining list, next part.
49: CC(=O)N1CCN(c2nc(CC(C)C)c3c(c2C#N)CCC3)CC1
50: CCOC(=O)N1CCC(NC(=O)Cn2cc3c(n2)CCCCC3)CC1
51: Cc1cc(NC(=O)CN2CC3CC(C2)c2cccc(=O)n2C3)nc2c1c(=O)oc1ccccc12 (configuration not stated)
52: Cc1cc(C)c2c(c1)cc(C)c1nnc(SCC(=O)Nc3cc(C)on3)n12
53: CCOC(=O)CNC(=O)CSc1ncnc2c1cnn2-c1ccc(C)cc1
54: COc1cc(C2NC(=O)NC(C)=C2C(=O)OC2CCCCC2)cc(Br)c1O (configuration not stated)
55: CCOC(=O)N1CCN(C(=O)CSc2nc3ccccc3c(=O)n2-c2ccccc2)CC1
56: N#C/C=C1/NC(=O)c2ccccc2S1
entry no.	49	50	51	52	53	54	55	56
FXIIa inh mix	nt	-22	1	4	-3	-1	-2	-17
FXIa mix inh	nt	7	8	7	6	44	5	-3
CatG inh	nt	-1	7	11	7	14	4	0
Hsp90 block	-3	0	-5	-1	2	-6	2	-2
Cdc25B inh	27	-10	-5	-5	1	-19	-10	-14
HTR1A agonist	1.2	1.5	-3.5	0.0	-0.1	-1.0	3.1	-3.3
CatL inh	-1	4	12	11	-2	nt	-1	1
DUSP1 inh	-12	4	13	8	-24	21	8	-12
C1s block	nt	1	6	12	11	12	0	6

Profiles, looked up by structure:
`COc1cc(C2NC(=O)NC(C)=C2C(=O)OC2CCCCC2)cc(Br)c1O` (configuration not stated) across the screens: FXIIa inh mix: -1; FXIa mix inh: 44; CatG inh: 14; Hsp90 block: -6; Cdc25B inh: -19; HTR1A agonist: -1.0; CatL inh: nt; DUSP1 inh: 21; C1s block: 12
`N#C/C=C1/NC(=O)c2ccccc2S1` across the screens: FXIIa inh mix: -17; FXIa mix inh: -3; CatG inh: 0; Hsp90 block: -2; Cdc25B inh: -14; HTR1A agonist: -3.3; CatL inh: 1; DUSP1 inh: -12; C1s block: 6

Next part.
57: COCCNC(=O)c1cc(-c2ccc(OC)c(OC)c2)on1
58: CCCc1cc(=O)oc2c(CN3CCCC3)c(O)ccc12
59: Cc1cc(Cl)ccc1OCC(=O)Nc1ccccc1CO
60: Cn1c(CCCCCN)nc2ccccc21
61: CCOC(=O)c1cc(NC(=O)Nc2ccc(OC)c(OC)c2)c(C)nc1C
62: CC(C)(C)n1ncc2c(=O)n(CC(=O)c3ccc(Cl)cc3)cnc21
63: CCOC(=O)c1ccc(S(=O)(=O)N2CCN(CC3CC=CCC3)CC2)cc1 (configuration not stated)
entry no.	57	58	59	60	61	62	63
FXIIa inh mix	12	nt	3	1	9	7	-18
FXIa mix inh	0	nt	15	2	29*	0	4
CatG inh	-2	nt	-5	-14	-2	8	9
Hsp90 block	2	0	4	-3	10	1	-1
Cdc25B inh	-3	-24	-12	-14	-6	-16	-6
HTR1A agonist	-2.2	8.0	-4.5	-2.2	-1.3	-6.9	-0.6
CatL inh	-11	-473	-3	27	16	10	10
DUSP1 inh	0	-28	-9	6	5	-16	10
C1s block	-2	nt	28	-18	1	-4	9
